Screening results as filed in PubChem.
mHTT CaM bind: mutant huntingtin-calmodulin interaction inhibitors – biochemical, AlphaScreen, primary screen | AlphaScreen His-mHTT/GST-CaM binding, luminescence | inhibition, % at 15 µM | hit rate 3.6% among 190,000;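 further: 0% = both proteins with DMSO and 100% = one protein alone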
Pf apPOL block: Pf-apPOL inhibitors, biochemical, fluorescence; inhibition, % at 10 µM; Plasmodium falciparum apicoplast DNA polymerase (apPOL); Recombinant Pf-apPOL, molecular beacon fluorescence, 1.5 h; hit rate 0.25% among 210,000
The depositor's hits bear a star; . = no result given; & = joins results of further samples; ! = repeats disagree. No stated cut-off is given here; in the data, active means inhibition above about 50%; inactive means the rest.

Values run as follows: mHTT CaM bind | Pf apPOL block
CC1C(=O)C(C)C(c2ccc(F)cc2)NC1c1ccc(F)cc1 (stereo not drawn)
 : -21 | -101
Cc1cn[nH]c1
 : . | 4
Fc1cccc(Cl)c1C1CC(c2cccc(Br)c2)Nc2ncnn21 (stereo not drawn)
 : -5 | -5
Cc1ccc(C2CC(c3ccc(Br)cc3)Nc3nnnn32)c(C)c1 (stereo not drawn)
 : 38 | -6
COc1ccc(CCNC(=O)c2ccc3c(c2)nc(C)n3-c2cccc(F)c2)cc1OC
 : 20 | -2
Cc1oc(C2CCN(C(=O)c3ccccc3)CC2)nc1C(=O)N1CCOCC1
 : -3 | 1
CC(C)C(=O)NCc1cccnc1-c1ccc(F)cc1
 : -9 | -3
CC(=O)Nc1cccc(N2CC(C(=O)NCc3cccs3)CC2=O)c1 (stereo not drawn)
 : -8 | -3
O=C(Nc1cccc(NC(=O)c2ccc(I)o2)c1)c1cccc(Cl)c1
 : 15 | -7
CCCN1CCN(C(=O)c2ccnc(N3CCC(C)CC3)n2)CC1
 : 5 | -5
O=C(Nc1cccc2c1CCCC2)c1cc2c(s1)CN(C1CC1)C2
 : 26 | 11
CCC(C)N1Cc2cc(NC(=O)C3CCCC3)ccc2OC(C)C1=O (stereo not drawn)
 : 0 | -6
Cc1ccc(Cl)cc1NC(=O)C(C)SCc1ccccc1 (stereo not drawn)
 : -24 | 0
Oc1ccc(Br)c(C(Nc2ccccn2)c2ccc3cccnc3c2O)c1 (stereo not drawn)
 : 100* | -4&13
Cn1c(=O)[nH]c(=O)c2c1nc(N1CCCCC1)n2CCSc1nc2ccccc2o1
 : 3 | 0
O=C(Nc1ccccc1)c1ccc(Cl)c(S(=O)(=O)N2CCc3ccccc32)c1
 : 24 | -1
COc1ccc(-c2cc(C(F)(F)F)n3ncc(C(=O)N4CCCCC4)c3n2)cc1OC
 : 0 | -4
O=C(Cc1cccs1)N1CCCCCC1
 : 1 | 1
Cc1cc(C)cc(OCC(=O)NCCOc2ccc(F)cc2)c1
 : -28 | -6
COc1cc(CNc2ccc3c(c2)ncn3C)cc(OC)c1OC
 : 2 | 2
Cc1ccc(S(=O)(=O)N2CC3CN(C(=O)c4cccn4C)CC(C2)O3)cc1
 : 13 | -4
N#CC1=C(N)Oc2n[nH]c(-c3ccccn3)c2C1c1ccc2c(c1)OCO2 (stereo not drawn)
 : 62* | 10
CCOc1ccc2c(c1)sc(=NC(=O)c1ccc(S(=O)(=O)N3CCOCC3)cc1)n2C
 : -4 | 1
O=[N+]([O-])c1ccc(C2OCC(O)C(c3ccc([N+](=O)[O-])cc3)O2)cc1 (stereo not drawn)
 : 4 | 0
CC(C)(C)C(=O)N1CCN(c2ccc(Cl)cc2[N+](=O)[O-])CC1
 : 13 | -3
CCOc1ccc(NC(=O)CN(C)S(=O)(=O)c2ccc(Cl)cc2)cc1
 : 0 | 0
COc1ccc(C(O)CN2CCN(c3ccccc3F)CC2)cc1OC (stereo not drawn)
 : -1&-14 | -3&-5
CCN(CC)CCNC(=O)C(C)C1CCN(S(=O)(=O)c2ccc(Cl)s2)CC1 (stereo not drawn)
 : -6 | 1
CN1C(=O)C2(OCC(CO)([N+](=O)[O-])CO2)c2ccccc21 (stereo not drawn)
 : -1 | -5
COc1ccccc1NC(=O)N1CCC(c2nc(CCNC(C)=O)cs2)CC1
 : -2 | -6

In a second layout: 2 of the compounds above
Cc1ccc(S(=O)(=O)N2CC3CN(C(=O)c4cccn4C)CC(C2)O3)cc1
  mHTT CaM bind: 13; Pf apPOL block: -4
O=C(Nc1cccc(NC(=O)c2ccc(I)o2)c1)c1cccc(Cl)c1
  mHTT CaM bind: 15; Pf apPOL block: -7

(list continues)
Values run as follows: mHTT CaM bind | Pf apPOL block
Cc1ccc(-n2c(SCc3ccccc3F)nc3[nH]ncc3c2=O)cc1
 : 21 | -27
O=[N+]([O-])c1ccc2c(c1)oc1ccc(S(=O)(=O)NC3CCCCC3)cc12
 : 2 | .
O=C(c1cccs1)N1CCN(S(=O)(=O)c2ccc(Cl)cc2)CC1
 : -13 | 0
CC1(C#CCN2CCCCC2)CC1(Cl)Cl (stereo not drawn)
 : -10 | 3
COC(=O)c1sc(C(F)(F)F)c(-c2ccccc2)c1S(=O)(=O)Nc1ccccc1C
 : . | -13
Cc1cc(NC(=O)c2cnc3scc(C)n3c2=O)no1
 : 1 | 0
CCC(C)NC(=O)C1c2cc(OC)c(OC)cc2C(=O)N(C)C1c1ccc(SC)cc1 (stereo not drawn)
 : 35 | -16
ON1C2CCCCC2N(O)C1c1ccccc1C(F)(F)F (stereo not drawn)
 : -1 | -1
CCCN1CCN(C(=O)C2CCN(c3cncnc3N3CCN(C)CC3)CC2)CC1
 : 11 | -7
CC(=O)c1ccc(NC(=O)c2noc3c2CCCCC3)cc1
 : -11 | -4
COc1ccc(/C=C2\NC(=O)N(Cc3ccccc3F)C2=O)cc1Br
 : -1 | -9
O=C(NC1CC2CC1N(C(=O)c1ccccn1)C2)c1ccccc1 (stereo not drawn)
 : 8 | 2
COc1ccc(NC(=O)C(C(=O)Nc2ccc(OC)cc2)C(=O)Nc2ccc(OC)cc2)cc1
 : 13 | -3
Fc1ccc(-c2nc(-c3cn(Cc4cccc(F)c4)nn3)no2)cc1
 : -12 | -4
C=CCNC(=O)C1CCN(c2ccc(Br)cc2)C1=O (stereo not drawn)
 : 0 | -1
Cc1cc(-c2nc3ncccc3o2)ccc1NC(=O)C1CCC1
 : 14 | -8
O=C(c1cn(-c2ccccc2Cl)nn1)N1CCSCC1
 : -5 | -1
Cc1ccc(N(CC(=O)N2CCN(c3ccccc3F)CC2)S(C)(=O)=O)c(C)c1
 : 9 | -9
CCOc1nccnc1NC1CCN(C(=O)NC)CC1
 : -1 | -4
O=C(C1CC1)N1CCc2sc(S(=O)(=O)NCc3ccccc3)cc2C1
 : -1 | -4
O=C1S/C(=C\c2ccc(O)cc2)C(=O)N1c1ccccc1
 : 18 | 0
CCCCN(C)C(=O)c1nn(-c2ccccc2OC)c(=O)c2ccccc12
 : -3 | 0
COc1ccc(C2C(=O)N(C3CCC(C)CC3)CC(=O)N2C2CC2)cc1OC (stereo not drawn)
 : 2 | -11
CCNC(=O)N(C)CC(=O)N1N=C(c2ccccc2Cl)CC1c1ccccc1F (stereo not drawn)
 : 37 | 3
COc1ccc(C(=O)NCCn2cc(SCC(=O)Nc3ccccc3F)c3ccccc32)cc1
 : 4 | -3
Cn1nc(-c2nc(-c3ccc(F)cc3)no2)c2c1CCN(C(=O)c1cccnc1)C2
 : 12 | -7
COCCCN1C(=O)C2C3c4ccccc4C(c4ccccc43)C2C1=O (stereo not drawn)
 : -4 | 4
COc1ccc(OC)c(S(=O)(=O)N2c3cc(F)ccc3CCC2C)c1 (stereo not drawn)
 : -15 | 4
O=Cc1ccccc1OCc1ccc(C(=O)O)cc1
 : 3 | -8
Cc1nn(-c2ccccc2)nc1C(=O)NC(=O)N1CC(C)OC(C)C1 (stereo not drawn)
 : . | 1
CCCCN(CC)C(=O)c1cccc(I)c1
 : -11 | -11
COc1ccc(CCNS(=O)(=O)c2ccc(C)cc2)cc1OC
 : -6 | -5&-4
O=C(NC1CCCCC1)c1ccc(S(=O)(=O)N2CCOCC2)cc1
 : 2 | -5
CC(C)[C@@H](CSc1ccccc1)N1CCN(Cc2ccccc2)CCC1=O
 : 16 | -2
COc1cc(OC)cc(C(=O)Nc2ccc(OC)c(Cl)c2)c1
 : 2 | -1
CCOc1ccccc1NC(=O)Nc1nnc(-c2cccc(S(=O)(=O)C(C)C)c2)o1
 : -9 | -4
O=C(NC(=O)N1CCOCC1)c1ccc(S(=O)(=O)N2CCOCC2)cc1
 : . | -10
O=C(Cn1nc(-c2ccc(Cl)cc2)c2ccccc2c1=O)Nc1ccc(Cl)cc1
 : 9 | 12
COc1ccc(C(=O)Cn2cnc3c(C#N)c4n(c3c2=O)CCCCC4)cc1
 : 21 | -1
CS(=O)(=O)N(CC(=O)N1CCOCC1)c1cccc([N+](=O)[O-])c1
 : 5 | -3
O=C(c1ccccn1)N1CCCC2(C1)Nc1ccccc1NC2=NC1CCCC1 (stereo not drawn)
 : 24 | 0
CC1CCN(Cc2nc(-c3cc(C(F)(F)F)cc(C(F)(F)F)c3)no2)CC1
 : . | 4
CC1C2(C)OC(=N)C(C#N)(C(c3ccc(F)cc3)O2)C1(C#N)C#N (stereo not drawn)
 : 8 | 0
O=C(O)CN1CC2([N+](=O)[O-])CC=C(Br)C([N+](=O)[O-])(C1)C2 (stereo not drawn)
 : -2 | -5
COc1ccc(NC(=O)C2CC(=O)N(c3ccc4c(c3)CCN4C(C)=O)C2)c(OC)c1 (stereo not drawn)
 : -4 | -5
CCn1nccc1C(=O)Nc1nc(-c2cc3cc(OC)ccc3o2)cs1
 : 16 | -2
O=C1C(Nc2ccc(O)cc2)=CC(=NS(=O)(=O)c2cccs2)c2ccccc21
 : 94* | 2
Cc1ccc(/C=C/C2=NC(=C/c3ccc(Br)cc3)/C(=O)O2)cc1
 : 2 | 0
Cc1ccc(C(=O)N/C(=C/c2cccs2)C(=O)NCCc2cccc(F)c2)cc1C
 : 0 | -6
CC1(C(=O)NC2CCCC2)CCC(=O)N1Cc1ccccc1Cl (stereo not drawn)
 : -2 | -7
COCCN1C(=O)C(O)=C(C(=O)c2ccc(C)o2)C1c1cccc([N+](=O)[O-])c1 (stereo not drawn)
 : 7 | -3
O=C(O)c1cccc(N=C2NC(=O)C(CO)(CO)S2)c1
 : -3 | -3
O=C(Nc1ccc2oc(-c3ccncc3)nc2c1)C1CCCCC1
 : 8 | -5
Cn1c(=O)n(C)c2cc(/C=C/[N+](=O)[O-])ccc21
 : 10 | 2
C/C(=C\c1ccccc1)c1nc2ccc([N+](=O)[O-])cc2[nH]1
 : 29 | -2
O=[N+]([O-])c1cccc(C=Nc2c(-c3ccco3)nc3ccccn23)c1O
 : 27 | -2
Cc1cc(C)cc(N2CCC(NC(=O)c3ccsc3)C2=O)c1 (stereo not drawn)
 : -6 | -1
COCCN1CCC(N2CCCN(C(=O)c3cccc(Cl)c3)CC2)C1=O (stereo not drawn)
 : 2 | -2
COc1ccc(CNc2ccc3c(c2)CCC3)cc1Br
 : 77* | 4
COc1ccccc1-n1ccn2cc(-c3cccc(Cl)c3)nc2c1=O
 : -4 | -11

Five structures out of the list, arranged by heavy-atom count, highest first:
Values run as follows: mHTT CaM bind | Pf apPOL block
O=C(Cn1nc(-c2ccc(Cl)cc2)c2ccccc2c1=O)Nc1ccc(Cl)cc1
 : 9 | 12
CC1CCN(Cc2nc(-c3cc(C(F)(F)F)cc(C(F)(F)F)c3)no2)CC1
 : . | 4
O=C(NC(=O)N1CCOCC1)c1ccc(S(=O)(=O)N2CCOCC2)cc1
 : . | -10
CC1(C(=O)NC2CCCC2)CCC(=O)N1Cc1ccccc1Cl (stereo not drawn)
 : -2 | -7
C/C(=C\c1ccccc1)c1nc2ccc([N+](=O)[O-])cc2[nH]1
 : 29 | -2

(further entries)
SMILES | mHTT CaM bind | Pf apPOL block
Cc1cc(=O)n(Cc2ccccc2C#N)c(N2CCSCC2)n1 | -29 | -4
O=C(Nc1ccc(F)c(F)c1)c1cnccn1 | -2 | 2
Cc1ccc(NC(=O)c2ccccc2Br)cc1 | 1 | -5
CCc1nc(NC(C)C)c2c(C)nn(-c3ccccc3)c2n1 | -18 | 0
COc1ccc(C)cc1NC(=O)COc1ccc(C)cc1Br | -6 | 2
O=C(Nc1ccc(S(=O)(=O)N2CCCC2)cc1)c1cccc(F)c1 | 3 | 0
O=C(Nc1ccccn1)C(=O)Nc1ccccn1 | -6 | -6
COc1ccc(OC)c(CNc2ncnc3c2nc2n3CCCCC2)c1 | 18 | -4

In another format: entries from further up.
CCc1nc(NC(C)C)c2c(C)nn(-c3ccccc3)c2n1
- mHTT CaM bind = -18
- Pf apPOL block = 0

COc1ccc(C)cc1NC(=O)COc1ccc(C)cc1Br
- mHTT CaM bind = -6
- Pf apPOL block = 2

New compounds follow:
SMILES | mHTT CaM bind | Pf apPOL block
CCN1C(=O)CCC2(CN(C)C(=O)c3ccc(OC)nc3)CCCC12 (stereo not drawn) | -7 | -13
COc1cc(NC(=O)C(Cl)(Cl)Cl)ccc1NC(=O)c1cc2ccccc2o1 | 33 | 0
Cc1nn(C)cc1CNC(=O)NC1CCCCC1 | 7 | -6
Cc1cc([N+](=O)[O-])nn1CCCC(=O)Nc1cc(Cl)ccc1O | 2 | 0
CC(O)(CNC(=O)C(=O)NCC1CCCO1)c1cccs1 (stereo not drawn) | -14 | -2
CC1C(=O)N(c2ccccc2Cl)CCN1C(=O)c1cccc(F)c1 (stereo not drawn) | -11 | 0
Cc1cccnc1N(C(=O)c1ccccc1F)C(=O)c1ccccc1F | 5 | 0
CC(C)CN(CCC(=O)O)CC(C)C | 2 | -4
Nc1nc(N)nc(-c2ccc([N+](=O)[O-])cc2)n1 | -8 | -1
Cc1ccc(NC(=O)c2cc(S(=O)(=O)NCCc3ccccc3)ccc2F)cc1Cl | 5 | 1
CCCN(CCC)C(=O)c1noc2c1CC(C)CC2 (stereo not drawn) | -9 | 3
COc1cc(-c2c(C#N)c(N)n3c(nc4ccccc43)c2C#N)c(Cl)cc1O | 11 | 0
O=C(C1CC1)N1CCc2sc(S(=O)(=O)Nc3cccc(Cl)c3F)cc2C1 | 8 | -3
Cc1nc(SCc2cccc(F)c2)n(C)c(=O)c1Cc1cccc(F)c1 | -45 | -5
O=C(NCCC1CCN(S(=O)(=O)c2ccccc2)CC1)Nc1ccc(F)cc1F | 32 | 1
O=S(=O)(c1ccc(Cl)cc1)c1nc(/C=C/c2ccccc2)oc1N1CCOCC1 | 6 | 2
COc1cccc(C2C(C(=O)c3cccs3)=C(O)C(=O)N2CCCn2ccnc2)c1OC (stereo not drawn) | 4 | 0
CCOc1ccc(-c2cc(C(=O)NCc3ccccn3)c3ccccc3n2)cc1 | 70*! | -6&-1
COc1cc(/C=C2\NC(=O)NC2=O)ccc1OCC(=O)Nc1ccccc1 | 28 | 2
COc1ccc(C2C=C(c3cccc(Br)c3)Nc3ncnn32)cc1 (stereo not drawn) | 59* | -10
O=C(NC1CCCCCC1)c1cccc([N+](=O)[O-])c1 | -9 | -4
O=C(CCC(=O)N1Cc2cccn2-c2ccccc21)NCc1ccc(Cl)cc1 | -1 | -3
CCC(CC)NC(=O)CCC1CCN(c2cc(NC3CC3)ncn2)CC1 | -4 | -6
